S2 tox = cell viability loss in ATXN counter-screen | S2 cells (HEK-293 line with an ATXN2-luciferase reporter) viability, CellTiter-Fluor protease fluorescence, 24 h | Potency, µM (series often up to 56.7 µM), usual class: cytotoxic | 400,000 compounds, 0.49% hits; note: potency is the fitted concentration of half-maximal effect; nearly all actives have a fitted effect of over 40% in size
ATXN2 expr inh = inhibitors of ATXN2 expression. HEK-293 ATXN2-luciferase reporter, luminescence, 24 h. Potency, µM (series often up to 57 µM), without a hit: top-dose activity change, negative = inhibition, most hits filed as inhibitors. 360,000 compounds, 0.72% hits; note: potency is the fitted concentration of half-maximal effect; % is set by controls: 0 for no effect and ±100 for the full control effect; nearly all actives have a fitted effect of over 55% in size
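ATXN2-luciferase reporter cells (luciferase flanked by upstream and downstream ATXN2 gene portions) were treated 24 h at 37 °C with compounds at up to 57 uM. SteadyGlo luminescence gave expression; GF-AFC fluorescence gave viability.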
A549 tox = kills or reduces viability of A549 cells in Nrf2 counter-screen | A549 ARE-Fluc cells, CellTiter-Fluor viability, 18-24 h | Potency, µM (series often up to 46 µM), for the others: top-dose activity change, negative = cytotoxicity, actives largely listed as inhibitors | 390,000 compounds, 0.16% hits | AID 504648; note: potency is the fitted concentration of half-maximal effect; % is set by controls: 0 for no effect and ±100 for the full control effect
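A549 ARE_Fluc cells in 5% FBS OPTI-MEM were exposed to compounds in concentration-response for 18-24 h at 37 deg C. Viability was read by CellTiter-Fluor fluorescence (Ex 405/Em 525) after 30 min, before the luciferase read.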
EPAC2 ag = activates human EPAC2 exchange factor; 360,000 compounds, 0.079% hits; AID 720711; Potency, µM (doses to about 154 µM), for the others: top-dose activation, most hits filed as activators; EPAC2 activation, biochemical qHTS; response scale: 100% = 6.5 mM cAMP response; note: potency is the fitted concentration of half-maximal effect; nearly all actives have a fitted effect of over 50% in size
Target sequence (Q8WZA2 whole entry, looked up): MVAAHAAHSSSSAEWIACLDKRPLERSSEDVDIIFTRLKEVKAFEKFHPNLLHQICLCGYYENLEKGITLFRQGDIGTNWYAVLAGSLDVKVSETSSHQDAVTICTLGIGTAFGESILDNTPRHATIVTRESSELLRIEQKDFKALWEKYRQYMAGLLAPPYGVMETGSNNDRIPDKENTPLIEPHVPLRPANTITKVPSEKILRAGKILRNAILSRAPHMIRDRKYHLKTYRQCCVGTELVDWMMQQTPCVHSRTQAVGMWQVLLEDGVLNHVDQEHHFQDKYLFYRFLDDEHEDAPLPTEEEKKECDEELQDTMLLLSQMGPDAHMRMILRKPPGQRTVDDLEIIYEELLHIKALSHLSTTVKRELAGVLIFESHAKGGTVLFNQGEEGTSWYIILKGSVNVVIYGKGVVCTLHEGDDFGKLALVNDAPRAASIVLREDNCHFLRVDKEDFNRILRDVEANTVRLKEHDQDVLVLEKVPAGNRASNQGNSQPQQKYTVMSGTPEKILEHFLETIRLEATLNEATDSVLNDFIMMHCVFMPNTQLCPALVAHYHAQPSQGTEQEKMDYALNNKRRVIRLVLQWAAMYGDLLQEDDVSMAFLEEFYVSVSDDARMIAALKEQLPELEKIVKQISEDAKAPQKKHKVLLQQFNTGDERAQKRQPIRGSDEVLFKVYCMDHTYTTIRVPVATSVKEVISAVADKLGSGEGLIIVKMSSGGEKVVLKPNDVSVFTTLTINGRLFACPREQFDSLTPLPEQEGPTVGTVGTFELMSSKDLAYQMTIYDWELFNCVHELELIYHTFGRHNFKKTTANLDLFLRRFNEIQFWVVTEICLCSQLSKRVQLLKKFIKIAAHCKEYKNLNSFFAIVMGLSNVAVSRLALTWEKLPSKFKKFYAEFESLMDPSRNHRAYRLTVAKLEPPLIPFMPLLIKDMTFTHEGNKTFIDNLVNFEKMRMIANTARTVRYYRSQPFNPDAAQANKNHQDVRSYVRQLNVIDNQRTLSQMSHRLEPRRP
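qHTS, titration series. 100 nM EPAC2 / 250 nM Rap1B-BODIPY-GDP / 50 uM GDP; RT; ex 480/em 540 nm, 5-min reads to 30 min. Norm. to 6.5 mM cAMP = activation.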
TGFb SMAD3 inh = blocks TGF-b signaling; 410,000 compounds, 1.2% hits; AID 588855; Potency, µM (series often up to 46.1 µM), for inactives: at the highest dose activity, negative = inhibition, actives largely listed as inhibitors; HepG2 CAGA-GFP TGF-b/SMAD3 reporter, GFP fluorescence, 18 h; TGF-beta stimulated, 500 pg/mL final; note: potency is the fitted concentration of half-maximal effect; % is set by controls: 0 for no effect and ±100 for the full control effect; nearly all actives have a fitted effect of over 65% in size
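GFP signal (ex488/em500-530) from TGF-beta-stimulated HEPG2 CAGA-GFP cells, 500 pg/mL final, 18 h at 37 degrees C in DMEM plus 1% FBS, normalized to unstimulated and DMSO-stimulated controls.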
HepG2 tox = counter-screen for TGF-b inhibitors: cytotoxicity in HepG2 cells | HepG2 CAGA-GFP viability, ATP luminescence, 18 h | Potency, µM (series often up to 46.1 µM), without a hit: at the highest dose activity change, negative = cytotoxicity, usual class: cytotoxic | 410,000 compounds, 0.76% hits; note: potency is the fitted concentration of half-maximal effect; some results filed as inactive show a strong effect at the top dose
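HepG2 CAGA-GFP cells (1000/well, DMEM with 1% FBS) received compound, then TGF-beta at 500 pg/mL final, and were incubated 18 hours at 37 degrees C. Viability was read by CellTiter-Glo luminescence. Media-only wells were set as complete cell-killing and DMSO as no toxicity.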
IL-2 act = activators of IL-2 | IL-2 activation reporter assay, cell-based qHTS; stimulated with anti-CD3/CD4/CD28 beads; in transgenic mouse T cells | activation, % (series mostly up to about 46 µM) | 360,000 compounds, 0.065% hits; in the data active = activation above about 50%; inconclusive = mostly about 30% to 49%; note: 0% is about no effect
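Screening format: compound pinned onto unstimulated transgenic mouse T cells, 60 min incubation, then anti-CD3/anti-CD4/anti-CD28 bead stimulation for 18 hours at 37 degrees C, followed by EGFP and DsRed detection.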
Nrf2 inh = inhibitors of Nrf2 signaling; Potency, µM (titrated, usually from 46 µM), without a hit: at the top dose activity change, negative = inhibition, actives largely listed as inhibitors; 360,000 compounds, 2.1% hits; AID 504444; A549 ARE-Fluc reporter, luciferase luminescence, 18-24 h; note: potency is the fitted concentration of half-maximal effect; % is set by controls: 0 for no effect and ±100 for the full control effect; nearly all actives have a fitted effect of over 60% in size
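Reporter: ARE-Fluc in A549. Exposure: 18-24 h, 37 °C, 5% CO2, 5% FBS OPTI-MEM. Readouts: fluorescent cytotoxicity (CellTiter-Fluor), then luminescent Nrf2 signal after BugLite.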
Nrf2 activator = Nrf2 pathway activation. 410,000 compounds, 0.31% hits. Potency, µM (top dose mostly 46.1 µM), for inactives: at the top dose activation, actives largely listed as activators. AREc32 ARE-luciferase reporter (MCF7-derived line), luminescence, 24 h; note: potency is the fitted concentration of half-maximal effect; % of control where 0% means no effect; nearly all actives have a fitted effect of over 65% in size
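Nrf2 activation is followed as ARE-luciferase induction in the AREc32 line after one day of compound treatment; luminescence is read with Steady-Glo.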
Active calls of the source: *; i = inactive; ? = inconclusive; . = no result given; [ ] = another dose, or the depositor's remark. Unless noted, calls come from the whole dose curve; as a rule, active = well fitted curve in the direction sought with a large enough effect; inconclusive = small, poorly fitted or top-dose-only effect, or another doubt; inactive = no such curve, though single readings can be large; an effect the other way counts as inactive or inconclusive. Hits appear at their usual frequency (roughly 4.3% active in at least one column).

SMILES	S2 tox	ATXN2 expr inh	A549 tox	EPAC2 ag	TGFb SMAD3 inh	HepG2 tox	IL-2 act	Nrf2 inh	Nrf2 activator
CCn1nc(C)c(/C=N/NC(=O)Cn2nc(C)cc2C)c1C	i	-5%	7%	7%	-8%	-16%	-2.4	-2%	-0.4%
CCCn1c(=O)c(C(=O)NNC(=O)Cc2ccccc2)c(O)c2ccccc21	i	-22%	-6%	5%	-3%	-6%	-0.1	?	0.3%
CCN(CC)S(=O)(=O)c1ccc(N2CCOCC2)c(NC(=O)C2CCCO2)c1 (stereo not given)	i	-7%	6%	1%	6%	-6%	-2.0	-23%	-0.2%
S=c1[nH]ncn1NCc1ccc(Cl)cc1Cl	i	.	-5%	4%	-17%	-10%	-0.5	8%	-0.7%
O=C(CNc1cccc2ccccc12)N/N=C/C=C/c1ccco1	?	.	13%	11%	-27%	-3%	11	13%	?
O=C(Nc1ccc(Br)cn1)c1ccc([N+](=O)[O-])cc1Cl	i	0%	1%	5%	-2%	-23%	-3.0	?	0.0%
COCC1CCN(C(=O)c2cc(COc3ccc(F)cc3Cl)on2)C1 (stereo not given)	i	.	.	-4%	5%	-1%	-0.9	.	5.6%
COC(=O)c1cc([N+](=O)[O-])c(-n2cncn2)c([N+](=O)[O-])c1	?	.	-11%	2%	2%	1%	1.1	-7%	-0.7%
COC(=O)COc1ccc(S(=O)(=O)NCc2cccnc2)cc1C	?	-1%	?	-2%	-4%	11%	0.3	13%	-0.5%
CCOc1ccc(CCNc2ncnc3onc(-c4ccc(Cl)cc4)c23)cc1OCC	i	2%	-14%	.	?	-7%	.	?	0.0%
COc1cccc(-n2nc3c(-n4ncc(C#N)c4N)nnc(C)c3c2C)c1	i	-2%	-1%	-2%	-1%	-1%	15	2%	0.3%
NC(Cc1ccc(F)cc1)c1csc(Nc2cc(Oc3ccccc3)ncn2)n1 (stereo not given)	28µM*	?	.	-4%	?	13µM*	-0.7	.	-3.4%
Cc1cccc(C)c1NC(=O)COC(=O)CCc1ccc(S(=O)(=O)N2CCCCC2)cc1	i	5%	-4%	0%	4%	3%	-0.6	12%	0.3%
Cc1cc(Cl)ccc1NC(=O)CCC(=O)N/N=C/c1cccnc1	i	-8%	3%	8%	5%	8%	-2.4	9%	-0.2%
Cc1cc(C)n(-c2nc3ccccc3nc2N2CCN(C(=O)c3ccc(Cl)cc3)CC2)n1	?	-14%	-17%	23%	-6%	-11%	-0.6	-8%	0.4%
Fc1cccc(/C=N/Nc2ncnc3nc[nH]c23)c1	i	41%[activator]	-2%	-2%	?	-33%	-3.1	5%	19%
Cc1ccc(S(=O)(=O)Nc2ccc3c(c2)CCC3)cc1	i	?	?	14%	-12%	-19%	-4.5	12µM*	0.4%
COc1ccc(-n2sc3c(c2=S)-c2cc(OC)ccc2NC3(C)C)cc1	?	-3%	-18%	8%	7%	-23%	0.1	21µM*	2.0%
C#CCOC(=O)C(NC(=O)c1ccccc1)=C(C)C	?	7%	-6%	3%	7%	9%	-0.8	5%	0.5%
Cc1ccc(S(=O)(=O)CCC(=O)Nc2ccccc2Br)cc1	i	4%	1%	9%	-13%	-7%	-1.3	-15%	0.1%

Some of the entries so far, bar-delimited.
Structure | S2 tox | ATXN2 expr inh | A549 tox | EPAC2 ag | TGFb SMAD3 inh | HepG2 tox | IL-2 act | Nrf2 inh | Nrf2 activator
O=C(CNc1cccc2ccccc12)N/N=C/C=C/c1ccco1 | ? | . | 13% | 11% | -27% | -3% | 11 | 13% | ?
O=C(Nc1ccc(Br)cn1)c1ccc([N+](=O)[O-])cc1Cl | i | 0% | 1% | 5% | -2% | -23% | -3.0 | ? | 0.0%
COCC1CCN(C(=O)c2cc(COc3ccc(F)cc3Cl)on2)C1 (stereo not given) | i | . | . | -4% | 5% | -1% | -0.9 | . | 5.6%
COC(=O)c1cc([N+](=O)[O-])c(-n2cncn2)c([N+](=O)[O-])c1 | ? | . | -11% | 2% | 2% | 1% | 1.1 | -7% | -0.7%
COC(=O)COc1ccc(S(=O)(=O)NCc2cccnc2)cc1C | ? | -1% | ? | -2% | -4% | 11% | 0.3 | 13% | -0.5%
CCOc1ccc(CCNc2ncnc3onc(-c4ccc(Cl)cc4)c23)cc1OCC | i | 2% | -14% | . | ? | -7% | . | ? | 0.0%
COc1cccc(-n2nc3c(-n4ncc(C#N)c4N)nnc(C)c3c2C)c1 | i | -2% | -1% | -2% | -1% | -1% | 15 | 2% | 0.3%
NC(Cc1ccc(F)cc1)c1csc(Nc2cc(Oc3ccccc3)ncn2)n1 (stereo not given) | 28µM* | ? | . | -4% | ? | 13µM* | -0.7 | . | -3.4%
Cc1cccc(C)c1NC(=O)COC(=O)CCc1ccc(S(=O)(=O)N2CCCCC2)cc1 | i | 5% | -4% | 0% | 4% | 3% | -0.6 | 12% | 0.3%
Cc1cc(Cl)ccc1NC(=O)CCC(=O)N/N=C/c1cccnc1 | i | -8% | 3% | 8% | 5% | 8% | -2.4 | 9% | -0.2%
Cc1cc(C)n(-c2nc3ccccc3nc2N2CCN(C(=O)c3ccc(Cl)cc3)CC2)n1 | ? | -14% | -17% | 23% | -6% | -11% | -0.6 | -8% | 0.4%
Fc1cccc(/C=N/Nc2ncnc3nc[nH]c23)c1 | i | 41%[activator] | -2% | -2% | ? | -33% | -3.1 | 5% | 19%
Cc1ccc(S(=O)(=O)Nc2ccc3c(c2)CCC3)cc1 | i | ? | ? | 14% | -12% | -19% | -4.5 | 12µM* | 0.4%

Further results.
SMILES	S2 tox	ATXN2 expr inh	A549 tox	EPAC2 ag	TGFb SMAD3 inh	HepG2 tox	IL-2 act	Nrf2 inh	Nrf2 activator
COc1ccc2cc(C(=O)N3CCCCCC3)sc(=O)c2c1OC	i	-3%	-6%	-5%	?	6%	3.2	.	-0.1%
Cc1c(C(=O)N2CCN(c3cccc(Cl)c3)CC2)cccc1[N+](=O)[O-]	i	-22%	-10%	17%	-16%	-16%	-3.4	?	0.4%
S=c1[nH]ccn1-c1c(Cl)cccc1Cl	?	-3%	-3%	3%	1%	-9%	-0.2	1%	0.7%
COCC(=O)N/N=C/c1c(C)[nH]n(-c2ccccc2)c1=O	i	-15%	?	8%	8%	-15%	0.8	15µM*	2.0%
O=C(NC1(C(F)(F)F)C(=O)Nc2c1c(=O)[nH]c(=O)n2Cc1ccco1)C1CC1 (stereo not given)	i	-16%	-1%	4%	-1%	4%	-0.4	15%	-0.8%
COc1ccccc1CNC(=O)CCCN1C(=O)NC2(CCCC2)C1=O	i	1%	-8%	4%	13%	15%	0.2	1%	-0.9%
COc1ccc([C@H]2N[C@]3(CCCN(Cc4ccc(C)cc4)C3=O)[C@H]3C(=O)N(Cc4ccccc4)C(=O)[C@@H]23)cc1	i	0%	.	15%	3%	-10%	-2.1	.	-0.3%
CCNS(=O)(=O)c1ccc(CCC(=O)N2CCN(c3ccccc3F)CC2)cc1	i	-20%	-6%	2%	-19%	3%	1.0	-24%	0.3%
CCc1ccc(NC(=O)Cn2c(=O)n(CCC(=O)NCCc3ccc(Cl)cc3)c(=O)c3ccccc32)cc1	i	9%	-2%	.	0%	-2%	.	13%	-0.9%
CC(C)CNC(=O)Cn1c(=O)c2c(ncn2CC(C)C)n(Cc2ccccc2)c1=O	i	-15%[11.3 µM]	-3%	1%	2%	-2%	-2.0	-7%	0.0%
O=C(CSc1nc2ccccc2c(=O)n1-c1ccccc1)NCc1ccc2c(c1)OCO2	i	5%	-7%	11%	-8%	-7%	-0.5	2%	-0.7%
N#Cc1c(-c2ccc(Cl)cc2)nc2n(c1=O)CCCS2	i	3%	0%	2%	8%	3%	-0.6	9%	-0.7%
O=C(NC1CCCCC1)C(c1ccc2ncccc2c1)N(Cc1ccccc1)C(=O)c1ccc2c(c1)OCCO2 (stereo not given)	?	-16%	-10%	11%	?	-25%	-3.0	-14%	-0.6%
COc1cc(OC)c(OC)cc1CN1CCN(S(=O)(=O)c2ccc(F)cc2)CC1	i	-11%	-16%	-2%	3%	0%	-1.9	?	-0.9%
COc1ccc(OC)c(NC2=NC3(CCCCC3)N=C(N)N2)c1	i	-1%	-4%	-5%	0%	0%	-0.7	5%	-0.3%
C/C(=N\Nc1nc(C)cc(C)n1)c1ccc(N2CCOCC2)cc1	?	-32%	5%	13%	?	-43%	1.8	17%	-0.6%
CC(C)(C)CC(C)(C)NC(=O)/C=C/C(=O)O	i	-9%	1%	9%	-3%	-26%	-0.5	0%	0.2%
O=C(NC(=S)Nc1ccccn1)c1ccco1	i	40%[activator]	11%	-6%	?	-2%	-0.5	?	?
CC(=O)Nc1nc2cc([N+](=O)[O-])ccc2s1	i	-2%	?	8%	15%	3%	-0.4	?	0.3%
O=C(O)CC(CC(=O)Nc1ccc2ccccc2n1)c1ccccc1 (stereo not given)	i	-9%	3%	6%	-7%	-28%	0.7	12%	-0.6%
O=C(COC(=O)C1CCN(c2ccc(C(F)(F)F)cn2)CC1)c1ccccc1	i	-11%	12%	2%	3%	-13%	-0.1	-1%	0.3%
COc1cccc(/C=C2/SC(=S)N(CC(=O)Nc3nccs3)C2=O)c1	.	.	1%	.	44%	9%	.	?	.
C=CCC[C@H](Cc1ccc(F)cc1)C(=O)OC[C@@H](NC(=O)[C@@H](CC=C)CC(=O)N[C@H](CO)Cc1ccccc1)C(C)(C)C	32µM*	?	?	-10%	?	-56%	-0.7	?	-4.1%
